Assay outcomes (PubChem)
ADAM17 inh = ADAM17 inhibitors, primary screen, biochemical, QFRET. Disintegrin and metalloproteinase domain-containing protein 17 (Homo sapiens), P78536. recombinant ADAM17, EDANS/DABCYL FRET peptide cleavage. inhibition, % at 6.95 µM. 0.83% of 370,000 active. AID 720648, 2013;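 active means inhibition above the mean of compounds lying between control limits plus 3 SD, set per campaign, cut at about 8.5% in these data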;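 further: 0% = DMSO-only wells as the low control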
DAX1 inh-1 = DAX1 (NR0B1) inhibitors, primary screen, cell-based, HEK293, Gal4-DAX1, luciferase luminescence | Nuclear receptor subfamily 0 group B member 1 (Homo sapiens), P51843 | HEK293 Gal4-DAX1 luciferase reporter | inhibition, % at 6.75 µM | 0.99% of 340,000 active | AID 504766, 2011;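 active means inhibition above the mean over all tested compounds plus 3 SD, cut at about 4.2% in these data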;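 further: 0% = DAX1-transfected cells with DMSO and 100% = empty-vector control cells with DMSO; inhibition shows as a rise in luminescence from relieved DAX1 repression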
Target sequence (P51843 207-470 limits assumed): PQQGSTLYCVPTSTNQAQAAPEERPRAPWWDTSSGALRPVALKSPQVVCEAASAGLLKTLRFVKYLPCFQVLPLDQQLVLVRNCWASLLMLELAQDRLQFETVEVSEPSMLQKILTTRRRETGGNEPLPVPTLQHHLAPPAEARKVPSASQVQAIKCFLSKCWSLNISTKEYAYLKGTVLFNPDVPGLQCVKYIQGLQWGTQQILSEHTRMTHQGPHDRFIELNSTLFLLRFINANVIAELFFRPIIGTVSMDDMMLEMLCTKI
hgDAF-12 ag = H. glycines DAF-12 receptor agonists, primary screen, cell-based, luminescence, HEK293, GAL4 fusion, UAS-luciferase. 1.8% of 370,000 active. HEK293 GAL4-hgDAF12 UAS-luciferase reporter, agonist luminescence; normalized to butyrate control. activation, % at 6.8 µM;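 active means activation above a cutoff set at the mean of all screened compounds plus 3 SD, cut at about 10% in these data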;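 further: 0% = DMSO wells and 100% = sodium butyrate wells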
MBD2 DNA inh = inhibitors of MBD2 binding to methylated DNA, primary screen, biochemical, TR-FRET, DNA-binding domain, human; Methyl-CpG-binding domain protein 2 (Homo sapiens), Q9UBB5; inhibition, % at 4.4 µM; AID 686964, 2013; MBD2 binding to methylated oligonucleotide; 0.31% of 370,000 active; in the data active means inhibition above about 13%
Target sequence (Q9UBB5 whole entry, looked up, the tested form may be a part): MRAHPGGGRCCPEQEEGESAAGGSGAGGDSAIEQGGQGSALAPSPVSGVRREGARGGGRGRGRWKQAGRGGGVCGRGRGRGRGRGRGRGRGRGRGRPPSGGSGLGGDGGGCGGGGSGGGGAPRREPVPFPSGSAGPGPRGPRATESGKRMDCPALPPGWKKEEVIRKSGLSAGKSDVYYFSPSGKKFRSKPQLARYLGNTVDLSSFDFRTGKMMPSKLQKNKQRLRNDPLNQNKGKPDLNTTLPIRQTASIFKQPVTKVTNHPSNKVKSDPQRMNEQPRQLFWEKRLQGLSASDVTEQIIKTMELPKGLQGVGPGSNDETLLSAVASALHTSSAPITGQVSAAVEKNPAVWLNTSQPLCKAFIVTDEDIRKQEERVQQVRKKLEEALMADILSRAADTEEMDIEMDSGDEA
DAX1 inh-2 = DAX1 (NR0B1) inhibitors on StAR promoter, primary screen, cell-based, luminescence, SF-1 (NR5A1), full-length DAX-1. HEK293T StAR-luciferase reporter, SF-1/DAX-1 repression relief. 1.1% of 370,000 active. AID 652010, 2013. inhibition, % at 6.8 µM;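 active means inhibition above the mean over all tested compounds plus 3 SD, cut at about 3.6% in these data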;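 further: 0% = DAX-1 cells with DMSO and 100% = cells lacking DAX-1 with DMSO; higher inhibition means more luminescence from relief of DAX-1 repression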
PLCg1 inh = PLC-gamma1 enzyme inhibitors, primary screen, biochemical, fluorescence, purified enzyme; 1-phosphatidylinositol 4,5-bisphosphate phosphodiesterase gamma-1 (Homo sapiens), P19174; fluorogenic substrate; inhibition, % at 12.2 µM; 0.84% of 370,000 active; in the data active means inhibition above about 9.5%
PLCb3 inh = human PLC-beta3 inhibitors, primary screen, biochemical, fluorescence; Purified PLC-beta3, fluorogenic substrate; 1-phosphatidylinositol 4,5-bisphosphate phosphodiesterase beta-3 (Homo sapiens), Q01970; inhibition, % at 12.2 µM; 0.18% of 370,000 active; in the data active means inhibition above about 11%;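 further: 0% = median of compound wells on plate and 100% = full blocker control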
hcDAF12 agonist = H. contortus DAF-12 nuclear receptor activators, primary screen, cell-based, luminescence, HEK293, lit1-tk-luc reporter; HEK293 hcDAF-12 lit1-tk-luc reporter; 0% DMSO, 100% Δ7-dafachronic acid; activation, % at 6.8 µM; 1.4% of 370,000 active;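 active means activation above the mean of all tested compounds plus 3 SD, cut at about 5.5% in these data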;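 further: 100% = response to 3 µM Δ7-dafachronic acid high control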
Rev-erbA mod = modulators of Rev-erb alpha DNA binding, primary screen, biochemical, FITC-DNA, fluorescence polarization, uHTS; activity, % at 10 µM; Nuclear receptor subfamily 1 group D member 1 (Homo sapiens), P20393; Rev-erbα–FITC-DNA binding, 90 min; 0.79% of 370,000 active;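 active means activity above about 14%, limit read from the data; passing the limit was not always enough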;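 further: 0% = DMSO wells with 35 nM protein and 100% = DMSO wells with 750 nM protein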
SMARCA2 act = SMARCA2 (BRM) function activators, primary screen, cell-based, luminescence, high throughput | MG213 cells, MMTV-luciferase reporter, dexamethasone, overnight | activation, % at 9.1 µM | 1% of 370,000 active; in the data active means activation above about 7.8%;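 further: 0% = vehicle wells and 100% = reference activator wells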
ssDAF-12 act = S. stercoralis DAF-12 nuclear receptor activators, primary screen, cell-based, luminescence, HEK293, GRIP1 co-expression, lit1-tk-luc; Nuclear hormone receptor DAF-12 (Strongyloides stercoralis); HEK293 ssDAF-12/GRIP1 lit1-tk-luc reporter; % of 3 µM dafachronic acid response; activation, % at 6.8 µM; 1% of 370,000 active; AID 652126, 2013;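 active means activation above the mean over all tested compounds plus 3 SD, cut at about 0.9% in these data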;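 further: 0% = DMSO-only wells and 100% = 3 µM delta7-dafachronic acid wells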
* = called active by the depositor; i = inactive; / = not tested or not shown.

Values run as follows: DAX1 inh-1	MBD2 DNA inh	hcDAF12 agonist	PLCg1 inh	ssDAF-12 act	hgDAF-12 ag	ADAM17 inh	Rev-erbA mod	SMARCA2 act	PLCb3 inh	DAX1 inh-2
[1] C=CCNCC(O)COc1ccc(C(C)=O)cc1OC (stereo not drawn)
 : 2.9	0	-1.0	1	-1.4	-1.4	-6	-9	2	-7	-0.4
[2] Cc1cc(C(=O)COC(=O)C2COc3ccccc3O2)c(C)n1CC1CCCO1 (stereo not drawn)
 : 1.4	-2	-1.2	-2	-0.6	1.7	-1	-1	-4	2	-0.4
[3] Cc1c(-c2ccccc2)[n+](=O)c(-c2ccc(Br)cc2)c(C)n1[O-]
 : -0.8	-2	-0.4	-1	-0.1	-2.2	-2	-5	-4	-5	-0.3
[4] Cc1ccsc1C(=O)OCC(=O)Nc1sccc1C(N)=O
 : 1.7	-3	0.2	-2	-1.0	3.4	0	2	3	1	-0.1
[5] COc1cc(C(=O)N2CCN(Cc3ccccc3C(F)(F)F)CC2)cc(OC)c1OC
 : -0.5	0	-1.6	-3	-2.0	-0.3	-1	-4	-1	2	-1.0
[6] CCCCN(C=O)c1c(CC)nc2ccc(C(=O)NCc3cccs3)cn12
 : /	-6	-1.1	-14	-1.7	1.1	-6	-3	-1	-21	1.0
[7] CC(C)CCNC(=O)NC(=O)COc1ccccc1C#N
 : 0.7	3	-1.2	2	-1.3	0.8	-2	7	1	1	0.0
[8] CCOc1cc(CO)ccc1OCC(=O)N1CCCCC1
 : 0.8	-1	-0.2	5	-0.1	0.3	2	-1	4	4	1.1
[9] COc1ccc(NC(=O)COC(=O)CC2Sc3ccccc3NC2=O)cc1 (stereo not drawn)
 : 3.1	-4	3.2	-2	0.5	3.7	-3	-1	-1	-9	0.9
[10] CN(C)c1ccc(/C=C2\C(=N)N3N=C(CC(=O)N4CCCCC4)SC3=NC2=O)cc1
 : 0.5	-5	-1.2	-33	-0.5	-0.9	-7	12	-1	-51	-0.1
[11] CCOC(=O)/C=C/C(=O)Nc1ccc(S(=O)(=O)N(C)c2ccccc2)cc1
 : -2.1	3	-0.8	0	-1.7	-6.8	5	-1	0	0	-1.2
[12] O=C(N/C(=C/c1ccc(Br)cc1)C(=O)N1CCOCC1)c1cccs1
 : 1.1	-1	-1.4	-1	-1.4	-1.8	-2	-1	-1	-2	0.6
[13] CCC(=O)Nc1ccc2oc(-c3cccnc3)nc2c1
 : 3.1	1	0.2	-438	-1.2	4.4	-189	0	2	i	1.4
[14] O=C(Nc1cccc2ccccc12)c1ccccc1NS(=O)(=O)c1cccc2cccnc12
 : -0.7	-2	0.0	0	-1.1	-1.1	-1	-2	0	0	-0.5
[15] COc1ccc(S(=O)(=O)N2CCCC(C(=O)NCc3ccco3)C2)cc1Cl (stereo not drawn)
 : -0.7	-8	0.4	2	-1.8	-2.9	0	-2	-3	5	-0.2
[16] O=C(C[n+]1cc(-c2ccccc2)n2c1CCC2)c1cccs1
 : 1.6	3	0.5	-2	-1.2	0.7	-7	6	-7	-4	0.1
[17] COc1ccccc1NC(=O)CCC(=O)N1CC(C)Oc2ccc(C)cc21 (stereo not drawn)
 : 0.6	4	-2.1	0	-1.5	-0.8	-1	-4	-1	1	-0.1
[18] CCc1ccccc1NC(=O)CSc1nnc(CNC(=O)c2ccco2)n1C
 : -1.6	-2	-0.7	-2	-0.9	-0.5	0	7	2	-8	0.0
[19] COc1cccc(OC)c1OCC(=O)Nc1ccc(S(=O)(=O)N2CCCC2)cc1
 : -2.2	1	-2.0	1	-2.1	-2.9	-4	-2	-6	-9	-5.1
[20] COc1cccc(C(NC(C)=O)c2nc(-c3ccncc3)cs2)c1 (stereo not drawn)
 : /	-10	-0.7	3	-1.6	-0.5	4	0	0	-1	-0.6
[21] CCC(=O)N(c1nnc(SCC(=O)NN2C(=O)NC3(CCCCC3)C2=O)s1)C1CC1
 : 0.0	1	-0.6	-4	-1.3	-0.3	-6	1	0	-3	0.5
[22] Cc1cc(C)cc(OCC(=O)NCc2cc(C)nc3ccccc23)c1
 : -1.6	-1	-2.7	3	-2.1	-0.8	-1	0	1	1	-0.2
[23] Cc1ccc(-c2n[nH]c(=S)n2C)cc1Cl
 : 0.0	3	-2.1	-1	-1.7	-0.9	-3	-4	-2	-5	1.1
[24] O=C1CC(NNc2ccccc2)C(=O)N1c1cccc(Cl)c1 (stereo not drawn)
 : 1.7	6	-0.6	-8	-1.0	-1.5	-1	0	-2	-4	-0.6
[25] CC1Cc2ccccc2N1C(=O)COC(=O)c1cc(Br)ccc1O (stereo not drawn)
 : 0.3	0	-0.9	2	-0.2	-3.0	-1	35*	-2	-9	0.2
[26] CNC(=O)C(=O)NCC1OCCN1S(=O)(=O)c1ccc([N+](=O)[O-])cc1 (stereo not drawn)
 : -1.2	-2	1.7	-2	-1.6	1.1	4	-2	0	2	0.2
[27] Cc1noc(C(=O)NCc2ccco2)c1Cl
 : -0.3	-6	0.2	3	-1.4	0.0	4	-9	-3	7	-0.3
[28] C/C(=N/NC(=O)CSc1nnc(SCc2ccc(C)cc2)s1)c1cccc(O)c1
 : /	0	-3.2	0	-2.1	0.2	2	-6	-11	-5	-2.3
[29] O=C(CSc1nc2ccccc2c(=O)[nH]1)Nc1nc(-c2ccc(Br)cc2)cs1
 : 3.2	4	-1.5	1	-1.1	0.8	-5	5	0	-7	0.1
[30] Cc1ccc(S(=O)(=O)CCc2nnc(NC(=O)C3CCCO3)s2)cc1 (stereo not drawn)
 : 2.0	3	-0.3	9.6*	-1.1	7.6	5	3	-2	9	1.5
[31] Cc1ccc(-n2c(-c3ccccc3)nnc2-c2cccs2)cc1
 : -0.2	1	1.4	-1	-1.6	-0.3	-6	5	-2	-4	-0.1
[32] CN(Cc1ccccc1F)c1ncnc2sccc12
 : 1.1	0	-2.0	-2	-1.6	-0.4	-3	-3	-3	-6	-0.8
[33] CN1OC[C@@H]2CN(S(=O)(=O)c3cccc(C(F)(F)F)c3)[C@H](c3ccc(N4CCCCC4)cc3)C[C@@H]21
 : /	2	-0.8	-1	-1.3	-3.2	-7	-4	-2	0	1.8
[34] COc1ccc(CCN(C(=O)c2snc(C(N)=O)c2N)C(C(=O)NCC2CCCO2)c2ccc(F)cc2)cc1OC (stereo not drawn)
 : -1.0	5	-1.5	-23	-1.3	-4.2	-11	-2	-2	-39	-0.6
[35] COc1ccc(C2CCCN2C(=S)Nc2ccc(C)c(C)c2)cc1OC (stereo not drawn)
 : -1.4	-9	-2.0	0	-2.1	-4.8	0	0	-4	-6	-0.1
[36] Cc1nc(N2CCOCC2)nc(N2CCCCC2)c1[N+](=O)[O-]
 : -0.8	-4	-1.5	2	-1.3	0.0	-1	-2	3	5	-0.2
[37] O=C(c1ccc2c(=O)n(Cc3ccco3)c(=S)[nH]c2c1)N1CCN(Cc2ccccc2)CC1
 : -2.6	-1	-1.2	2	-1.5	-1.1	0	-8	4	-1	0.3
[38] COc1cccc(C(NC(C)=O)c2nc(-c3ccc(OC)nc3)cs2)c1 (stereo not drawn)
 : /	3	-1.0	-8	-1.0	-0.7	-2	8	-3	-16	-0.5
[39] COc1ccc(CNc2oc(COc3ccc(Cl)cc3)nc2C#N)cc1
 : 1.0	0	-1.4	-4	-1.5	-1.5	11*	2	-4	-10	-0.8
[40] CC(C)c1cc(C(=O)NNC(=S)NCc2ccco2)c(O)c(C(C)C)c1
 : -1.2	0	-3.1	-71	-2.1	-2.0	4	0	-2	-85	-1.4
[41] CCN(CC)CCn1c(NS(=O)(=O)c2ccc(C)cc2)nc2ccccc21
 : 0.7	-2	-1.4	2	-0.8	-0.4	-2	0	3	-3	0.3
[42] N#Cc1c(NCCCO)nc(-c2ccco2)c2c1CCCC2
 : -0.8	-3	1.5	i	-1.0	-2.5	-133	-2	1	i	-1.2
[43] O=C(COC(=O)Cc1ccsc1)NCC12CC3CC(CC(C3)C1)C2
 : 0.0	-2	-1.3	0	-0.6	-0.9	0	3	-3	4	-0.8
[44] CNC(=S)Nc1cc(OC)ccc1OC
 : -0.3	-5	-0.5	0	-1.4	-0.9	-5	2	-1	1	0.2
[45] CCOC(=O)Cc1cc(-c2ccc(OC)cc2)nc2ccc3ccccc3c12
 : -0.4	-3	2.8	-4	0.4	1.5	-6	-1	0	-2	-0.2
[46] C/C(=N\NC(=S)NC(C)C)c1ccc(Cl)c([N+](=O)[O-])c1
 : 4.6*	8	-1.5	5	-1.3	-1.9	-5	-2	2	-12	-0.3
[47] CCOC(=O)C1=CCC(c2ccccc2Cl)N(S(=O)(=O)c2ccc(C)cc2)C1 (stereo not drawn)
 : /	1	0.1	-9	-1.6	1.9	-3	1	-1	-11	0.1
[48] O=c1[nH]c(CSc2ncc(C(F)(F)F)cc2Cl)nc2ccccc12
 : 0.1	1	1.1	-2	-0.8	7.5	0	3	-1	-2	1.4
[49] CNc1oc(-c2ccc(OCc3ccccc3)cc2)nc1C#N
 : -0.2	-5	-1.8	-46	-0.9	2.2	-24	-6	3	-56	0.6
[50] Cc1cc(CN(C)C(=O)c2ccc3nc(Cc4ccccc4F)oc3c2)on1
 : 0.2	2	0.7	-5	-0.7	7.7	-1	-5	7	-9	2.7

(listing goes on)
Values run as follows: DAX1 inh-1	MBD2 DNA inh	hcDAF12 agonist	PLCg1 inh	ssDAF-12 act	hgDAF-12 ag	ADAM17 inh	Rev-erbA mod	SMARCA2 act	PLCb3 inh	DAX1 inh-2
[51] COc1ccccc1NC(=O)CC(c1ccc(F)cc1)c1ccco1 (stereo not drawn)
 : -0.7	3	1.8	6	-0.5	-0.2	0	-1	2	-8	0.5
[52] COC(=O)c1nccnc1N
 : 1.3	2	2.8	-180	-0.7	0.6	i	1	-3	-210	-0.5
[53] O=C(c1ccco1)N1CCN(C2CN(Cc3ccccc3)S(=O)(=O)C2)CC1 (stereo not drawn)
 : /	1	-1.2	4	-1.5	-1.0	-4	-9	-5	4	-1.1
[54] Cc1ccc2occ(/C=N/NC(=O)c3ccc(O)cc3)c(=O)c2c1
 : 0.1	-2	-0.1	-3	-0.8	4.9	-3	5	-3	-16	0.0
[55] CC1CCCCC1NC(=O)Cn1cnc2c1c(=O)n(C)c(=O)n2C (stereo not drawn)
 : 0.6	-3	-1.1	1	-1.0	-0.2	0	-5	5	-6	0.8
[56] COc1ccc(-n2nnnc2SC(C)C(N)=O)cc1 (stereo not drawn)
 : -0.9	-3	1.7	2	-1.6	-1.1	-1	4	3	4	0.2
[57] COC(=O)[C@@H](NC(=O)Nc1ccc(OC)cc1)C(C)C
 : -0.2	-2	-0.4	-3	-0.7	-0.2	-2	1	-3	0	-0.5
